ELG1 DNA repair: inhibitors of ELG1-dependent DNA repair in HEK293T cells. Potency, µM (series often up to 46.1 µM), for the others: top-dose activity change, negative = inhibition, most hits filed as inhibitors. HEK293T ELG1-luciferase reporter, luminescence, 16 h; DNA damage induced by 5-fluorouridine. AID 504467. 330,000 compounds, 2.3% hits; also: potency is read from the fitted curve at half-maximal effect; % is scaled to controls: 0 for no effect and ±100 for the full control effect; nearly all actives have a fitted effect of over 55% in size
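Quantitative HTS, concentration-response format. 2,000 cells/well co-treated with 5-fluorouridine and compound, 16 hr in 5% CO2 at 37 °C; ONE-Glo luminescence read after 30 min.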
Chronic BCR inh: inhibitors of chronic active B-cell receptor signaling; ABC-DLBCL IkBa-CBG/CBR reporter, luminescence ratio, 4 h; Potency, µM (doses to about 46.1 µM), for the others: at the top dose ratio change, negative = lower green/red ratio, actives largely listed as inhibitors; 340,000 compounds, 0.05% hits; active = well fitted inhibition curve with a large enough effect in the signal ratio, with a control signal flat, not every such curve was filed as active; inconclusive = small, poorly fitted or top-dose-only effect, or effect the other way, or a change in a side signal; the % refers to the signal ratio;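 also: potency is read from the fitted curve at half-maximal effect; plate controls were basal doxycycline-induced cells for no effect and cells given 10 µM MG132 for full effect; MG132 reads +100%, hits lower the ratio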
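Compounds up to 46 uM were incubated four hours with TMD8 cells whose green CBG68 luciferase is fused to IkappaBalpha; red CBR luminescence normalised the signal, and concentration-effect curves were fitted to fusion, red and ratio data.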
B2AR arrestin: recruits beta-arrestin to the human beta2-adrenergic receptor; P07550; beta-arrestin recruitment to beta2AR, cell-based reporter; Potency, µM (top dose mostly 46.1 µM), for inactives: top-dose activation, actives largely listed as activators; 330,000 compounds, 0.02% hits;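 also: potency is read from the fitted curve at half-maximal effect; 0% = DMSO controls and full agonism = EC100 isoproterenol or metaproterenol; nearly all actives have a fitted effect of over 65% in size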
Target sequence (P07550 whole entry, looked up): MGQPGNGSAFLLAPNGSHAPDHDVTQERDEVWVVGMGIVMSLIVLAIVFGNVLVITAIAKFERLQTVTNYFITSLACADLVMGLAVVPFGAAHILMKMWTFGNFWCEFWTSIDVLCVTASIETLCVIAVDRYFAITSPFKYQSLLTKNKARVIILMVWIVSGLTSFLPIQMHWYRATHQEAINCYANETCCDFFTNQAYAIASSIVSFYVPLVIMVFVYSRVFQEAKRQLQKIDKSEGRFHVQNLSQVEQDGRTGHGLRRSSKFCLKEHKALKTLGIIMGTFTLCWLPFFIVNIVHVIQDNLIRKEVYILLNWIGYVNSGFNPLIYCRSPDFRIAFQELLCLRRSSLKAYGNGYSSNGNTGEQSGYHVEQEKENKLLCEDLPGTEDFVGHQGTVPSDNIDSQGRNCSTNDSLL
TCR act: T cell receptor activation; Potency, µM (titrated, usually from 9.22 µM), for inactives: top-dose activation of IL-2 secretion, most hits filed as activators; primary human leukocytes, anti-CD3, IL-2 HTRF, 48 h; 330,000 tested, under 10 active; also: % of control where 0% means no effect
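IL-2 produced over 48 hr by a-CD3 bead-stimulated primary human leukocytes exposed to compounds was detected with a homogeneous time-resolved FRET immunoassay, 665nm acceptor signal after 320nm excitation.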
uPA surface inh: cell surface uPA generation inhibition; cell surface uPA generation assay, qHTS; Potency, µM (highest dose often 38.3 µM), inactives show at the highest dose activity change, negative = inhibition, most hits filed as inhibitors; 330,000 compounds, 0.31% hits; active = well fitted inhibition curve with a large enough effect; inconclusive = small, poorly fitted or top-dose-only effect; inactive = no such curve, though single readings can be large or run the other way; tested in mouse RAW 264.7 cells; also: potency is read from the fitted curve at half-maximal effect; % is scaled to controls: 0 for no effect and ±100 for the full control effect; nearly all actives have a fitted effect of over 55% in size
USP2a block: inhibitors of human ubiquitin-specific protease USP2a; 330,000 compounds, 0.01% hits; Potency, µM (highest dose often 38.3 µM), without a hit: at the top dose activity change, negative = inhibition, most hits filed as inhibitors; O75604; USP2 core, Ub-CHOP2 coupled fluorogenic reporter, 485/531; AID 463254;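 also: potency is read from the fitted curve at half-maximal effect; plate controls were DMSO wells for no effect and full inhibition by NEM control for full effect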
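Deubiquitinase activity read as fluorescence (485/531 nm) after Ub-CHOP2 cleavage activates the enterokinase reporter on its substrate; USP2 core 10nM, Ub-CHOP2 and substrate 25nM each, 30min compound preincubation then 60min RT; data normalized to NEM, curves fitted.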
TSHR antagonist: blocks TSH signaling through the human TSH receptor | 330,000 compounds, 0.2% hits | P16473 | TSHR-expressing cells, TSH-stimulated cAMP HTRF, 2 h; hits give low values | AID 504810 | activity change, negative = inhibition, % at 11.5 µM;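 active = activity change below a set negative limit, meaning inhibition stronger than a set level, cut at about -70% in these data; inconclusive = activity change between two set negative limits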; also: % is scaled to controls: 0 for no effect and ±100 for the full control effect
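TSHR-expressing cells, 200/well, pre-treated with compound, then stimulated with EC80 TSH (4nM final) for 2 hours at 37 deg C. cAMP measured by competitive HTRF: anti-cAMP cryptate antibody in lysis buffer plus cAMP-d2, read after 30 minutes at room temperature.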
TSG101-PTAP inh: blocks PTAP/TSG101 interaction to inhibit HIV-1 budding; 340,000 tested, under 10 active; Fluorescence polarization, FITC-PTAP peptide / Tsg101 binding; Potency, µM (series often up to 115 µM), without a hit: at the top dose activity change, negative = inhibition, actives largely listed as inhibitors; AID 493005; active = well fitted inhibition curve with a large enough effect in the main read-out, with a control signal flat, not every such curve was filed as active; inconclusive = small, poorly fitted or top-dose-only effect, or effect the other way, or a change in a side signal; inactive = no such curve, though single readings can be large or run the other way; also: potency is read from the fitted curve at half-maximal effect; % of control where 0% means no effect
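Fluorescence anisotropy tracks displacement of a FITC-tagged PTAP peptide (50 nM) from the Tsg101 binding domain (10 uM), following a 20 min room-temperature incubation at pH 7.5.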
Mito fusion yeast: mitochondrial division inhibition or fusion activation; S. cerevisiae fusion-defective mutant growth rescue, CellTiterGlo 48 h; AID 485298; 320,000 compounds, 0.23% hits; Potency, µM (top dose mostly 46.1 µM), for the others: top-dose growth rescue (activation), actives largely listed as activators;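 also: potency is read from the fitted curve at half-maximal effect; % of control where 0% means no effect; nearly all actives have a fitted effect of over 45% in size; temperature-sensitive fusion mutants such as fzo1-1 at 37 °C on non-fermentable ethanol glycerol medium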
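Temperature-sensitive fusion-defective S. cerevisiae (e.g. fzo1-1, mgm1-5) were grown with compound in YPEG medium (3% ethanol, 3% glycerol) for 48 hours at 37C. Growth rescue was measured as viability by CellTiterGlo luminescence after 10 minutes at ambient.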
Eya2 phos inh: inhibitors of human Eya2 phosphatase activity; O00167; recombinant Eya2, OMFP fluorescence dephosphorylation (OMFP is methylfluorescein phosphate); Potency, µM (series often up to 76.9 µM), for inactives: at the top dose activity, negative = inhibition, most hits filed as inhibitors; 330,000 compounds, 0.006% hits; AID 488837; also: potency is read from the fitted curve at half-maximal effect; % is scaled to controls: 0 for no effect and ±100 for the full control effect
Target sequence (O00167 whole entry, looked up): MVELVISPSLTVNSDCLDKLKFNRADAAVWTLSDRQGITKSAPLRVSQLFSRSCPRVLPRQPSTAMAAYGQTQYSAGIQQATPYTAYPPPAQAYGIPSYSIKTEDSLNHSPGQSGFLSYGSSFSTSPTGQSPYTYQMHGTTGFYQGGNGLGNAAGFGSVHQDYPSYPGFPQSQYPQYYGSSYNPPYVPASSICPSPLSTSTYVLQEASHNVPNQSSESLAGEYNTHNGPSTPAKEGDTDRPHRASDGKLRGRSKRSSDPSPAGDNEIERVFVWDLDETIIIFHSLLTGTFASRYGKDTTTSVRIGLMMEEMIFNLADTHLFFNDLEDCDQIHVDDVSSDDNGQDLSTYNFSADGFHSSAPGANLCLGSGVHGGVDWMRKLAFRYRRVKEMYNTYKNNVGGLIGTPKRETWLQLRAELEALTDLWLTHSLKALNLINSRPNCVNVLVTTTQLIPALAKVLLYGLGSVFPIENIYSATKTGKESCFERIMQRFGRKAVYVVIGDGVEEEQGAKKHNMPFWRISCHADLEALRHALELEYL
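Eya2 protein (added as 0.2 uM solution) was preincubated with compound for 10 min at ambient temperature in 50 mM HEPES pH 7.5, 50 mM NaCl, 5 uM MgCl2, 0.05% BSA, 1 mM DTT. OMFP (added at 50 uM) then reacted 10 min; fluorescence read at 485/525 nm.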
Tb PFK block: inhibitors of T. brucei phosphofructokinase; AID 485367; T. brucei PFK, ADP-Glo luminescence; Potency, µM (highest dose often 57.5 µM), for the others: top-dose activity, negative = inhibition, actives largely listed as inhibitors; 330,000 compounds, 0.17% hits;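 also: potency is read from the fitted curve at half-maximal effect; 0% = uninhibited 1x PFK enzyme wells and -100% = no-enzyme wells; nearly all actives have a fitted effect of over 60% in size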
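Compounds were pin-transferred as a titration series up to 57 uM into substrate buffer (0.5 mM F6P, 0.1 mM ATP, pH 8.0), then 1.25 nM PFK was added and reactions ran 45 min before ADP-Glo detection.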
Starred values were filed as active, the others as inactive; ? = inconclusive; nt = not tested or not shown; & = joins results of further samples; [ ] = dose if it differs, or a comment. Unless noted, calls follow the shape of the dose curve; as a rule, active = well fitted curve in the direction sought with a large enough effect; inconclusive = small, poorly fitted or top-dose-only effect, or another doubt; inactive = no such curve, though single readings can be large; an effect the other way counts as inactive or inconclusive.

canonical_smiles,ELG1 DNA repair,Chronic BCR inh,B2AR arrestin,TCR act,uPA surface inh,USP2a block,TSHR antagonist,TSG101-PTAP inh,Mito fusion yeast,Eya2 phos inh,Tb PFK block
CN1CCN(CC#CCC2(O)c3ccccc3-c3ccccc32)CC1,-9%,3%,0.2%,3%,-1%,0%,-2,-4%,0%,12%,-5%
COc1cc(C)nc(N2CCCC(C(=O)Nc3cccc(Cl)c3Cl)C2)n1 (configuration not stated),7%,?,-0.3%,4%,2%,-1%,-4,0%,10%,1%,-5%
O=CN1CCN(C(C(=O)NC2CCCCC2)c2cc3c(cc2[N+](=O)[O-])OCO3)CC1 (configuration not stated),13%,-2%,0.0%,9%,3%,2%,4,-1%,1%,?,-2%
COC(=O)c1c(=O)n(O)c2ccc(OC)cc2[n+]1[O-],-3%,8%,-0.8%,-4%,3%,16%,-1,?,-1%,-3%,0%
CN(CC(=O)NC(=O)Nc1ccccc1F)Cc1ccccc1,?,?,-1.0%,-7%,0%,0%,-9,-7%,6%,-6%,-22%
O=C(CSc1nccc(=O)[nH]1)Nc1ccc(S(=O)(=O)N2CCOCC2)cc1,12%,12%,-0.5%,8%[46.1 µM],-4%,0%,-8,0%,-2%,4%,-1%
CC(=O)C1=C(O)C(=O)N(CCCN2CCOCC2)C1c1ccccc1[N+](=O)[O-] (configuration not stated),7%,?,0.1%,5%,0%,0%,-5,-6%,13%,13%,0%
COc1cc(OC)cc(C(=O)NCc2ccc(-n3cccc3)cc2)c1,-13%,1%,0.2%,-1%,-10%,6%,-8,-12%,4%,?,0%
Cc1cccc(NC(=O)COc2ccc(Br)cc2)n1,?,?,0.0%,3%,nt,-3%,2,-14%,6%,-8%,2%
CCOC(=O)c1sc(NC(=O)CSc2n[nH]c(-c3ccc(Cl)cc3Cl)n2)c(C#N)c1C,?,7%,0.1%,0%,-4%,2%,-40,-2%,1%,0%,-3%
Oc1c(Br)cc(Br)cc1C=Nc1ccc2[nH]ncc2c1,?,?,-0.2%,13%,-11%,0%,-17,-3%,29%,14%,3%
COc1ccc([N+](=O)[O-])cc1N1C(=O)c2cccnc2C1=O,2%,?,-1.0%,-2%,-33%,3%,-4,-6%,1%,-11%,-2%
CCOc1ccc2nc(NC(=O)Cn3c(C)csc3=O)sc2c1,?,4%,-0.8%,-3%,-2%,0%,-2,3%,5%,24%,-2%
C=CCOC(=O)C1=C(C)NC(=O)NC1c1cc(Cl)cc(Cl)c1OC (configuration not stated),-9%,?,-0.5%,3%,7%,-3%,4,-2%,0%,-12%,-5%
COc1ccc(NC(=O)N(C)C[C@H]2Oc3ccc(NS(=O)(=O)c4ccc(F)cc4)cc3C(=O)N([C@H](C)CO)C[C@@H]2C)cc1,?,?,0.0%,-3%,-7%,0%,-7,-1%,nt,0%,-3%
O=C(c1cc(N2C(=O)C3C4CCC(C4)C3C2=O)ccc1Cl)N1CCN(c2ccccc2F)CC1 (configuration not stated),?,-2%,0.4%,2%[46.1 µM],3%,0%,-7,-2%,2%,0%,-3%
Cc1ccc(C(=O)N/C(=C\c2cccs2)C(=O)NCc2cccnc2)cc1,13%,2%,-0.9%,-5%[46.1 µM],3%,5%,38,-2%,2%,3%,-2%
O=C(O)C1C2CCC(C2)C1C(=O)NCCC1=CCCCC1 (configuration not stated),-4%,5%,-0.3%,-2%[46.1 µM],-4%,1%,3,0%,-14%,-3%,0%
Nc1nc(CN2CCCCC2)cs1,3%,2%,-0.5%,-5%,1%,-1%,5,-5%,-7%,4%,-2%
CN(Cc1cccnc1)Cc1cn(C)nc1-c1ccc(Oc2ccccc2)cc1,-17%,?,0.1%,-8%,4%,2%,-3,-7%,-2%,-24%,0%
COc1cccc(N(C(=O)c2csnn2)C(C(=O)NC2CCCC2)c2ccccc2)c1 (configuration not stated),?,-2%,-0.2%,-4%,1%,2%,-1,-4%,-3%,-23%,0%
Cc1ccccc1Cn1nc(C)c(NC(=O)/C=C/c2cnn(C)c2C)c1C,-7%,-5%,0.1%,2%[46.1 µM],12%,2%,-4,-1%,-3%,1%,7%
O=C(CSc1nnnn1-c1ccccc1)c1ccco1,?,0%,0.2%,-3%,0%,1%,1,-8%,-9%,7%,-1%
OCC#Cc1cnc2ccccc2c1,28%,2%,0.3%,4%,-1%,-3%,17,-2%,-3%,17%,0%
Cc1ccc(S(=O)(=O)NCC(=O)OC(C)C(=O)NC2CCCCC2C)cc1C (configuration not stated),10%,6%,-0.3%,5%,12%,0%,5,0%,-8%,0%,-3%
COc1cc(-c2nnc(CSc3nnc4nc(C)cc(C)n34)o2)cc(OC)c1OC,-14%,-6%,0.0%,1%,3%,1%,17,-5%,0%,3%,-5%
COc1ccc(CCNC(=O)CN(c2ccccc2OC)S(C)(=O)=O)cc1OC,2%,1%,0.1%,0%,-10%,-1%,5,-1%,-2%,18%,1%
CC1CCN(S(=O)(=O)N2CCC(C(=O)NCc3cccnc3)CC2)CC1,14%,-5%,-0.8%,1%,-3%,5%,2,-7%,7%,4%,-2%
CC(C)C[C@H](N)c1nnc(SCc2ccc(Cl)cc2)o1,1%,1%,-0.5%,-11%,3%,-3%,6,-2%,3%,-9%,-4%
Cc1cc(NC(=O)Cc2ccsc2)ccc1Br,24%,?,-0.5%,-9%,4%,3%,-6,-2%,-12%,-9%,-1%
Cc1c2n(c3ccccc13)CCN(C)C2,10%,-6%,-0.3%,1%,-4%,1%,0,-1%,3%,7%,-14%
COc1ccc(CCNC(=O)C2CC(=O)N(CCc3ccccc3)C2)cc1OC (configuration not stated),-2%,-1%&-1%,-0.5%,-5%,-1%,-1%,2,-2%,-2%,?,-2%
Cc1ccc(Cn2c(=S)[nH]c3ccccc3c2=O)cc1,12%,-4%,0.1%,2%,11%,4%,-6,0%,-19%,0%,-3%
Cc1ccc(/C([O-])=C(/C(=S)NCc2ccco2)[n+]2ccccc2)cc1[N+](=O)[O-],7%,?,-0.1%,nt,-4%,-1%,4,0%,-3%,3%,2%
CCn1c(=O)n(CC(=O)Nc2cc(OC)c(OC)c(OC)c2)c(=O)c2ccccc21,?,-8%,-0.9%,-3%,nt,-2%,-3,-2%,8%,1%,1%
CC(C)C(=O)NC(=S)Nc1ccccc1C(F)(F)F,1%,9%,0.0%,-5%,0%,-1%,-23,-4%,-17%,-3%,2%
CC12CCC(C1)C(C)(C)C2OC(=O)c1ccccc1C(=O)O (configuration not stated),5%,12%,0.6%,4%,1%,-1%,2,5%,6%,-6%,0%
C#CCOCCOCCOCCNc1nc(N2CCN(C(=O)[C@H](CCCCN)n3cc(CCCC)nn3)CC2)nc(N2CCN(C(=O)[C@H](CCCCN)n3cc(CCC(=O)O)nn3)CC2)n1,21%,1%,-0.1%,2%,2%,1%,3,-2%,2%,20%,-4%
CCCn1nc(NC(=O)COC)c2cc3cccc(C)c3nc21,-4%,-5%,0.1%,1%,0%,2%,-3,-2%,20%,-11%,-15%
CCOC(=O)c1[nH]c2ccc(OC)cc2c1NC(=O)c1nonc1C,-28%,?,-0.5%,1%,1%,0%,-4,-8%,-2%,0%,3%
Cc1cc2c(cc(C(=O)OCC(=O)NCc3ccco3)n2C)s1,1%,-3%,-0.6%,2%,-9%,-4%,13,-1%,3%,-6%,3%
CC(Sc1nnc(NCc2ccccc2)s1)C(=O)Nc1ccc2c(c1)C(=O)c1ccccc1C2=O (configuration not stated),-23%,?,0.3%,3%[46.1 µM],-3%,2%,19,0%,?,2%,0%
CNC(=O)NC(=O)CSc1nnc(-c2ccco2)n1Cc1ccccc1,-2%,-4%,-0.8%,8%,0%,0%,-9,-5%,-2%,29%,2%
COCC(C)n1c(SCC(=O)NNC(=O)c2ccccc2)nc2ccccc2c1=O (configuration not stated),?,2%,-0.2%,-4%[46.1 µM],-2%,1%,3,-7%,7%,5%,2%

Assay outcomes: PubChem, National Center for Advancing Translational Sciences (NCATS)
